Source: PubChem (several laboratories)
GalR3 antag: human GalR3 antagonism; HEK293 GalR3-CNG cAMP membrane potential fluorescence; galR3 body fused to GalR1 C-terminus; inhibition, % at 3 µM; O60755; AID 651719; actives 0.44% (n = 360,000);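 active means inhibition above the screen-wide average plus 3 SD, cut at about 13% in these data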;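 further: forskolin and galanin both at EC90 stimulate the cells; cAMP rise reported by CNG channel membrane potential dye signal; 0% = forskolin plus galanin with DMSO and 100% = forskolin alone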
MEKK2mut PB1 HTS: signal of MEK5 binding to mutant human MEKK2 PB1 domain | bead flow cytometry, Alexa488-MEK5 binding to MEKK2 mutant | percent response, % at 10 µM | actives 0.35% (n = 290,000) | AID 1530; in the data active means percent response above about 24%, passing the limit was not always enough; further: inactives centre near 1; some results filed as inactive read as strong as hits; reference of the scale not given here
MEKK3 PB1 HTS: raises or lowers MEK5 binding to the human MEKK3 PB1 domain; bead-based flow cytometry, Alexa488-MEK5 binding to MEKK3; actives lie on both sides; 0 = blocked by unlabeled MEK5, 100 = vehicle; actives 1.4% (n = 290,000); binding response (% of control), % at 10 µM; Q99759;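 active means binding response more than 3 SD above or below the average of its plate-row segment, actives on both sides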;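 further: Alexa488 bead fluorescence after subtracting the streptavidin-only scavenger bead signal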
PHOSPHO1 inh: blocks human PHOSPHO1 phosphatase activity | Q8TCT1 | recombinant PHOSPHO1, absorbance phosphatase assay | inhibition, % at 13.3 µM | actives 1.1% (n = 290,000) | AID 1565; in the data active means inhibition above about 60%
GPR7 antag: antagonists of human GPR7 (neuropeptides B/W receptor 1); GPR7-expressing cells, fluorescence antagonist assay; actives 1.1% (n = 290,000); P48145; inhibition, % at 4.4 µM; in the data active means inhibition above about 16%, passing the limit was not always enough;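 further: cells stimulated with the agonist NPW; 0% = agonist with vehicle and 100% = vehicle without agonist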
V1aR counter: activates human V1a receptor in oxytocin agonist counter-screen. AID 2797. CHO-V1R cells, Fluo-8 calcium fluorescence, agonist mode; 0% DMSO, 100% 3 nM vasopressin. activation, % at 3 µM. P37288. actives 0.25% (n = 320,000);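 active means activation above the mean activation of all tested compounds plus 3 SD, per screening run, cut at about 20% in these data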;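 further: signal is peak over basal fluorescence ratio across a 100 second FLIPR read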
Target sequence (P37288 whole entry, looked up): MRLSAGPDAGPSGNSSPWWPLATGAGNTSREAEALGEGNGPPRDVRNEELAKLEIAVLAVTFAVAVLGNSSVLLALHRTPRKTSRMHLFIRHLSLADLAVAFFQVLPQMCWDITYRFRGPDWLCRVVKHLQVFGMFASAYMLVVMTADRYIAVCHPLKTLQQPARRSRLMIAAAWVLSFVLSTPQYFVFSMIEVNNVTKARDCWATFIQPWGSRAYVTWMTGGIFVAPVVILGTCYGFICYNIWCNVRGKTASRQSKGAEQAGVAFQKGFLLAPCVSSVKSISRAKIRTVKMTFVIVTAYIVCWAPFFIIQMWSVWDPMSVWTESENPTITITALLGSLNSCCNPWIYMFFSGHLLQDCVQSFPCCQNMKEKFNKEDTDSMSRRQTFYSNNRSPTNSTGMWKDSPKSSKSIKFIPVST
NALP1 yeast inh: blocks the NALP1 inflammasome reconstituted in yeast; S. cerevisiae NALP1/ASC/caspase-1 growth, X-gal OD620, 72 h; inhibition, % at 10 µM; actives 0.61% (n = 280,000); AID 2071; in the data active means inhibition mostly above about 24%, no sharp cut-off; inactive means mostly below about 32%; further: some compounds called inactive have numbers as strong as hits
MEKK2 WT-MEK5: raises or lowers MEK5 binding to wildtype human MEKK2 PB1 domain; Q9Y2U5; actives 1.1% (n = 290,000); binding response (% of control), % at 10 µM; bead flow cytometry, Alexa488-MEK5 binding to MEKK2 WT; actives lie on both sides; AID 1531; in the data active means binding response below about 67% or above about 130%
OXTR ag: activates the human oxytocin receptor | P30559 | CHO-OTR cells, Fluo-8 calcium fluorescence; normalized: DMSO 0%, oxytocin 100% | activation, % at 3 µM | actives 0.32% (n = 320,000);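 active means activation above the mean of all tested compounds plus 3 SD, cutoff set per screening run, cut at about 20% in these data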;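 further: peak over basal fluorescence ratio from a 100 s FLIPR kinetic read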
Target sequence (P30559 whole entry, looked up): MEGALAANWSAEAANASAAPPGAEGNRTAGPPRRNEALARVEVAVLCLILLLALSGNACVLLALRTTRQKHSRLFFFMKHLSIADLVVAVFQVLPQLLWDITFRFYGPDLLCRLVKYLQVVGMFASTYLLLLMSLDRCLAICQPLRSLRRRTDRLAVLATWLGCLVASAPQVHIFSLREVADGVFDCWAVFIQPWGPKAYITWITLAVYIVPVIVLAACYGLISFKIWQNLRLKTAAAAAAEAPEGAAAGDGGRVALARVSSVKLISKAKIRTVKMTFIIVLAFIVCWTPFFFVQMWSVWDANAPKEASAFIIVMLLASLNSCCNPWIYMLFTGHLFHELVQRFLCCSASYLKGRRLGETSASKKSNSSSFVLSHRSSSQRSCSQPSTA
Starred values were filed as active, the others as inactive; . = not tested or not shown; [ ] = remark or other dose.

Values in the order: MEKK3 PB1 HTS	GalR3 antag	MEKK2 WT-MEK5	GPR7 antag	PHOSPHO1 inh	NALP1 yeast inh	MEKK2mut PB1 HTS	V1aR counter	OXTR ag
> CC12CCC(C(=O)Nc3ccccc3N3CCOCC3)(CC1=O)C2(C)C (configuration not stated)
  105	0	105	-2	13	-9	2	-0.8	-0.6
> COc1ccc(S(=O)(=O)Cc2ccc(C(=O)NCc3ccccc3)o2)cc1
  106	3	107	0	18	10	6	2.3	3.2
> CCO/C=N/c1c(C#N)c(CC#N)nn1-c1ccccc1
  96	-4	90	-5	-7	-22	-1	0.3	1.6
> Cc1nn(-c2ccccc2)c2nc(C(Cl)(Cl)Cl)[nH]c(=O)c12
  89	8	90	-2	33	-9	-17	1.2	0.9
> CC(=O)c1ccc(N(CC(=O)NC2CCCCC2)C(=O)CNC(=O)c2cccs2)cc1
  98	-7	92	-1	6	-6	5	-0.4	-0.1
> CCN(CC)c1ccc(C2NCC(c3ccc([N+](=O)[O-])cc3)O2)cc1 (configuration not stated)
  92	-8	97	-8	6	-2	6	0.0	-0.7
> CCN1C(=O)C(CC(=O)Nc2ccc(OC)cc2)N(Cc2ccc(OC)c(OC)c2)C1=S (configuration not stated)
  103	3	102	-9	8	15	1	0.1	0.9
> Cc1ccc(S(=O)(=O)N2CCN(C(=O)c3ccc([N+](=O)[O-])cc3)C2)cc1
  95	4	95	-1	-5	0	-2	-0.1	-1.6
> CC(=O)OCc1ccccc1Sc1ccccc1C(=O)NCc1ccccc1
  96	1	93	8	3	6	-10	-0.6	-3.3
> CC(C)CC(=O)Nc1sc2c(c1C(=O)O)CCCCC2
  98	0	101	-12	21	-7	0	0.5	0.3
> COc1ccc(/C=C/C(=O)OCC(=O)NCc2ccco2)cc1OC
  105	0	90	-3	21	10	3	0.7	-0.1
> O=C1CSC(c2cn(-c3ccccc3)nc2-c2cc3ccccc3oc2=O)N1Cc1ccccc1 (configuration not stated)
  100	2	97	-7	-5	-2	-1	-0.3	-1.0
> NC(=O)CN1C(=O)/C(=c2\sc3nc(=O)c(Cc4ccccc4)nn3c2=O)c2ccccc21
  101	-4	98	4	-11	.	1	-1.4	0.0
> CC1CCN(c2ccc([N+](=O)[O-])cn2)CC1
  104	7	112	7	-9	10	10	-0.9	-1.7
> CSc1nnc(NC(=O)c2cc3ccccc3oc2=O)s1
  106	-3	111	14	-9	-4	15	0.9	-1.5
> C(#Cc1ccc(C#CCN2CCOCC2)cc1)CN1CCOCC1
  101	-6	95	-5	4	30	-9	4.8	2.0
> Cc1ccccc1NC(=O)NC1CCS(=O)(=O)C1 (configuration not stated)
  103	-8	103	0	23	19	-1	0.0	-0.6
> Cc1cc(C(=O)N(C)CC(=O)Nc2ccccc2C(F)(F)F)c(C)o1
  80	-5	80	-13	22	-1	-10	-1.5	0.1
> O=C(NC(=S)Nc1ccc(F)c([N+](=O)[O-])c1)c1ccccc1F
  97	-10	95	5	20	-8	-7	1.2	-0.1
> C[C@]12CCC(=O)C=C1C=C[C@@H]1[C@@H]2CC[C@@]2(C)[C@H]1CC[C@@]21CCC(=O)O1
  106	-11	107	13	18	12	6	.	.
> O=[N+]([O-])c1cccc(-c2nnc(C34CC5CC(CC(C5)C3)C4)o2)c1
  101	2	105	-5	-7	31	2	0.6	-0.2
> Cn1c(=O)[nH]c(=O)c2c1nc(CN(Cc1ccccc1)Cc1ccccc1)n2CCN1CCOCC1
  104	-7	106	-8	24	-6	4	0.4	0.3
> Cc1ccccc1NC(=O)NC1(C(=O)NCCCN2CCOCC2)CCCCC1
  99	-1	94	-13	3	14	1	0.3	1.0
> C=CCn1c(CNC(=O)c2cccs2)nnc1SCC(=O)Nc1ccc(C(=O)O)cc1
  97	-3	97	-9	90*	52	1	0.1	-1.4
> Cc1ccc(OCC(=O)O/N=C(\N)c2cccc([N+](=O)[O-])c2)cc1C
  96	0	93	-13	45	8	-15	0.7	-0.5
> O=C(NCc1ccco1)C(Cc1ccccc1)NS(=O)(=O)c1cccc2nsnc12 (configuration not stated)
  107	0	105	-9	-2	15	1	8.1	-1.0
> Cc1cccc(Cl)c1NC(=S)N1CCN(c2ccc([N+](=O)[O-])cn2)CC1
  94	3	94	-7	-6	.	-4	3.1	3.6
> COc1cc(/C=C(/C(=O)c2cccs2)c2nc3ccccc3[nH]2)cc(OC)c1O
  102	0	101	-4	5	-2	-1	0.3	-0.3
> O=C(O)c1ccc(-c2ccc(/C=C3\NC(=O)N(Cc4ccc(Cl)cc4)C3=O)o2)cc1Cl
  108	1	97	-3	24	10	-6	.	.
> CCCN1CNc2c(c(=O)[nH]c(=S)n2-c2ccc(Cl)cc2)C1
  101	-8	87	-9	11	4	-12	0.0	1.1
> O=C(/C=C/c1cccc(Cl)c1)N1CCC(Cc2ccccc2)CC1
  107	-4	106	-9	-2	19	1	2.0	0.2
> CCOc1ccc(-c2nc(C#N)c(NCC3CCCO3)o2)cc1 (configuration not stated)
  102	-6	102	24	6	14	3	0.9	-0.4
> CCCCN(C(=O)CSc1nnc(-c2ccc(OC)cc2)n1CC)c1c(N)n(Cc2ccccc2)c(=O)[nH]c1=O
  102	-4	103	-11	-24	37	0	-0.3	-0.8
> CC(=O)c1cccc(Nc2ncnc3ccc(Br)cc23)c1
  104	-8	103	-3	.	4	19	1.7	-2.4
> O=C(/C=C/c1ccco1)N(Cc1ccc(Cl)cc1)C1CCS(=O)(=O)C1 (configuration not stated)
  103	-4	95	-8	28	16	-3	0.7	-1.1
> Cc1ccc(C)c(CNS(=O)(=O)c2c(C)[nH]c(C)c2C(=O)N2CCCCC2)c1
  100	3	103	-1	28	0	4	0.3	0.2
> S=c1[nH]nc(-c2cccc(Br)c2)o1
  96	-2	95	-4	27	-17	-5	1.9	3.4
> O=C(CC1Oc2ccccc2NC1=O)NCCCN1CCN(C2CCCCC2)CC1 (configuration not stated)
  95	0	115	-11	.	.	5	-0.2	0.2
> CN(CC(=O)Nc1cccc(F)c1)C(=O)c1cn(-c2ccccc2)nc1-c1cccs1
  100	0	95	-3	10	9	-1	3.4	3.1
> Cn1c(C(=O)OC(C(=O)NC2CCCC2)c2cccnc2)cc2sccc21 (configuration not stated)
  99	-7	118	4	-10	2	13	0.5	-0.2
> COc1ccc(C(O)C(CC(=O)NCCCOC(C)C)C(=O)NCCCOC(C)C)cc1OC (configuration not stated)
  101	-2	103	-12	-6	8	16	-0.5	0.3
> Cc1ccc([N+](=O)[O-])c(OCCCN2C(=O)NC(C)(C)C2=O)c1
  97	-2	95	-2	4	2	-1	-1.5	5.4
> CCCn1cc(SCC(=O)Nc2nnc(C)s2)c2ccccc21
  103	.	104	-7	27	.	7	-1.3	-2.5
> CCSc1nnc(NC(=O)C2Cc3ccccc3CN2C(=O)c2ccco2)s1 (configuration not stated)
  90	-3	95	-16	61*	-8	2	1.7	1.5
> COc1ccc(Cc2ccc(OC)c(N)c2)cc1N
  83	-2	86	5	6	46	-10	2.0	2.0
> Cc1ccc2c(c1)C1CC(C)(O2)N(c2cccc(C(=O)N3CCN(c4ccccn4)CC3)c2)C(=O)N1 (configuration not stated)
  95	0	96	-7	49	-13	1	6.4	4.0
> Cc1ccccc1Nc1ncc(C#N)c(N)n1
  94	-4	96	-3	16	1	-14	-0.1	-0.6
> CN(C)c1ccc(CNc2ncn[nH]2)cc1
  98	-8	93	-1	41	6	-8	0.6	-0.2
> Cc1nc2ncnn2c(C)c1Cc1ccc(Cl)cc1
  101	-7	101	2	3	-21	2	1.0	-0.6
> O=[N+]([O-])c1ccccc1/C=C/C=N/n1c(-c2ccco2)n[nH]c1=S
  99	-2	99	-2	32	-31	1	-0.7	-2.2
> Cc1ccc2nc(-c3ccc(F)cc3)nc(SCC(=O)NCC3CCCO3)c2c1 (configuration not stated)
  103	-10	103	-3	-2	22	3	-0.7	-0.3
> O=C(O)c1ccc(NC(=S)N2CCCCC2)cc1
  105	-4	106	-6	15	0	4	0.8	0.1
> N#CCCn1c(O)c(N=NC(=O)CNC(=O)c2cccs2)c2ccccc21
  104	-2	98	-8	42	25	14	-1.0	-0.4
> O=c1[nH]c(Cn2nnc(-c3ccccc3)n2)nc2scc(-c3ccccc3)c12
  97	-1	96	-11	6	2	-3	-0.1	1.5
> CCCNS(=O)(=O)c1ccc(CCC(=O)N2CCN(c3ccc(F)cc3)CC2)cc1
  100	-2	102	-1	-11	20	-1	2.9	-1.1
> COc1ccccc1C(=O)Nc1nc(-c2ccc(S(=O)(=O)N3CCOCC3)cc2)cs1
  105	94*	104	-2	11	7	-1	12	14
> CCCc1cc(=O)oc2cc(C)c3c(C)coc3c12
  99	-1	100	-8	-14	8	1	0.3	-2.3
> COc1ccc(-c2nn(-c3ccccc3)cc2C(=O)N2c3ccc(C)cc3C3CN(C)CCC32)cc1 (configuration not stated)
  102	-3	126	-3	27	26	20	3.6	4.8
> Cc1cc2ccccc2n1CCNC(=O)c1ccc(S(=O)(=O)N2CCOCC2)cc1
  57*[inhibitor]	1	.	-3	1	4	-5	2.2	2.9

Random excerpt: two entries already listed, in no set order.
Values in the order: MEKK3 PB1 HTS	GalR3 antag	MEKK2 WT-MEK5	GPR7 antag	PHOSPHO1 inh	NALP1 yeast inh	MEKK2mut PB1 HTS	V1aR counter	OXTR ag
> N#CCCn1c(O)c(N=NC(=O)CNC(=O)c2cccs2)c2ccccc21
  104	-2	98	-8	42	25	14	-1.0	-0.4
> Cc1ccccc1Nc1ncc(C#N)c(N)n1
  94	-4	96	-3	16	1	-14	-0.1	-0.6
